Source: PubChem
Lipid storage S3 = qHTS Assay for Lipid Storage Modulators in Drosophila S3 Cells | Drosophila S3 cells, BODIPY lipid droplet fluorescence, 18-24 h; cells fed with added oleic acid | Potency in µM for hits, for the others lipid storage change, negative = inhibition, % at the top dose, mostly 46.1 µM | actives 0.64% (n = 320,000) | AID 2685, 2010; active = well fitted inhibition curve with a large enough effect in the signal ratio, with a control signal flat, not every such curve was filed as active; inconclusive = small, poorly fitted or top-dose-only effect, or effect the other way, or a change in a side signal; the % refers to the signal ratio
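Laser-scanning cytometry quantifies lipid droplet accumulation (500–530 nm total intensity; droplet/cell object ratio) in oleic acid-fed (400 uM added) Drosophila S3 cells treated with a concentration series. 20 uM Triacsin C defined 100% inhibition.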
Lipid storage S3 cell count max = second read-out of Lipid storage S3, no call of its own (marks repeat the call); cell number change, %; measured here: cell count max response;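 cells counted by Cell Tracker Red CMTPX staining in the red channel; peak over a dose series mostly up to 46.1 µM; percent activity relative to internal control wells on each plate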
* marks the source's active call; other numbers are inactive results; i = inactive; ? = inconclusive; nt = not tested or not shown; [ ] = another dose, or the depositor's remark. % is set by controls: 0 for no effect and ±100 for the full control effect; potency is the fitted concentration of half-maximal effect.

SMILES	Lipid storage S3	Lipid storage S3 cell count max
O=C(NCC1(O)CCCCC1)C1CCC(=O)N(Cc2cccc(C(F)(F)F)c2)C1 (centres undefined)	-27.3%	-2.0
CCOC(=O)c1c(C)[nH]c(C)c1S(=O)(=O)N1c2ccccc2CC1C (centres undefined)	i	-15.3
COc1ccc(N2CCN(CC(O)COC(C)(C)C)CC2)cc1 (centres undefined)	?	nt
NC(=O)NOCc1ncc(C(F)(F)F)cc1Cl	i	22.5
COc1ccccc1CNc1ccc(CNc2ncn[nH]2)cc1	24.0%[9.22 µM]	-3.6
CC1CCCC(C)N1CC(O)COc1ccc(Cl)cc1 (centres undefined)	?	nt
COc1cccc2sc(N(CCCN(C)C)C(=O)C(c3ccccc3)c3ccccc3)nc12	?	nt
CC(=O)N1CCC(C(=O)Nc2nc(-c3ccccc3)ns2)CC1	-9.7%	-16.8
COC(=O)N1[C@H](Cc2ccccc2)C=C[C@]1(C)C(=O)O	-10.2%	-7.2
Cn1c(C(=O)NCCCN2CCc3ccccc3C2)cc2c(=O)n(C)c3ccccc3c21	?	nt
O=C(NCc1ccccn1)c1ccc(CNS(=O)(=O)c2cccc(Cl)c2)cc1	?	nt
O=C(c1cccc(S(=O)(=O)N2CCCC2)c1)N1CCCC(C(F)(F)F)C1 (centres undefined)	?	nt
NS(=O)(=O)c1ccc(NC(=S)NC(=O)c2cccc(Br)c2)cc1	0.3%	-15.7
CC(C)C(=O)Nc1ccc2c(c1)C(=O)N(CCC(=O)O)C2=O	?	nt
COC(=O)c1ccc(Oc2ccc(C(C)(C)C)cc2)c([N+](=O)[O-])c1	-6.5%	-15.5
CC1CCN(Cc2cc(=O)oc3cc4c(cc23)CCCC4)CC1	-3.0%	8.2
CCOC(=O)C1CCN(C(=O)c2ccco2)CC1	-0.6%	10.5
COC(=O)c1ccc(CSc2nc3ccc(S(=O)(=O)N4CCOCC4)cc3[nH]2)cc1	-10.3%	1.2
CCN(CC)S(=O)(=O)c1ccc(C(=O)OCC(=O)NCCN2C(=O)CSC2=O)cc1	?	nt
CCOc1ccc(NC(=O)CN(C)C(=O)c2n[nH]c(=O)c3ccccc23)cc1OCC	?	nt
Cn1c(Cn2c(=O)sc3ccccc32)nnc1SCC(=O)N1CCCC1	5.2%	-5.4
O=C1C=C(Nc2ccc(Cl)cc2)CC(c2ccc(Cl)cc2)C1 (centres undefined)	0.1%	-2.2
Cc1nnc(SCc2nc3ccccc3s2)n1-c1ccccc1	?	nt
CCn1c(/N=C/c2ccccc2NS(=O)(=O)c2ccc(C)cc2)nc2ccccc21	-7.9%	-17.4
COc1ccc(-c2cn3cccnc3n2)cc1NC(=O)c1ccc(Br)o1	?	nt
SMILES	Lipid storage S3	Lipid storage S3 cell count max
Cc1ccc(-c2c[n+](CC(=O)Nc3cc(=O)n(C)c(=O)n3C)c3n2CCC3)cc1	?	nt
CCn1c(N)c(C(=O)NCC2CCCO2)sc1=S (centres undefined)	3.5%	-18.2
CCC/C=N/NC(=O)C1COc2ccccc2O1 (centres undefined)	?	nt
COc1ccc(CCNC(=O)CCc2ccsc2)cc1OC	?	nt
O=C(NNC(=O)c1sccc1-n1cccc1)c1cccs1	-15.6%[9.22 µM]	-4.5
COc1cccc(C2C(C(=O)c3cccs3)=C(O)C(=O)N2c2cc(C)on2)c1 (centres undefined)	9.0%	8.6
COC(=O)CSC(=S)N1CCCC(C)C1 (centres undefined)	?	nt
Cc1cccc(NC(=O)CSc2nc3ccccc3nc2N2CCCCC2)c1	-16.0%	13.8
CCCN(CC(=O)Nc1ccccc1OC)C(=O)c1cc(S(=O)(=O)NCc2ccccc2)ccc1C	?	nt
O=S(=O)(c1ccc(OCC(O)CNCc2ccco2)c(Cl)c1)N1CCOCC1 (centres undefined)	9.3%	nt
CC(C)Sc1ncc(S(=O)(=O)c2ccccc2)c(=O)[nH]1	?	nt
CCOP1(=O)OCC2OC(n3cnc4c(N)ncnc43)C(O)C2O1 (centres undefined)	?	nt
N#C/C(=C\c1ccc(OCc2ccc(C(=O)O)cc2)cc1)C(=O)NCc1ccccc1	?	nt
CN(CC(=O)N1CCN(c2ccccc2)CC1)C1CCCc2ccccc21 (centres undefined)	?	nt
c1ccc(-n2cnc3cc(NCc4ccccn4)ccc32)cc1	15.5%	-9.2
Cc1nn(-c2ccccc2)c(N2CCCCC2)c1/C=N/NC(=O)c1ccncc1	?	nt
CCc1cc(C(=O)c2ccc(OC)cc2)c(NC(=O)CN2CCN(C)CC2)s1	-1.1%	-5.9
CC(=O)c1cccc(CN2CCC(CO)(Cc3ccccc3)CC2)c1	-1.8%	-1.1
COc1ccc(-c2nnc(SCC(=O)N3CCCCC3)o2)cc1OC	?	nt
COCCNc1nc(-c2cc(-c3ccc(Cl)cc3)on2)cc(C(C)C)n1	19.0%	10.9
COC(=O)CSc1nnc(CNS(=O)(=O)c2ccc(C)cc2)n1C	?	nt
CC(=O)n1c(Cl)c(NC(=O)CCl)c2ccccc21	?	nt
O=C(CN1CCN(Cc2ccccc2F)C1=O)NCc1cccnc1	?	nt
O=C1CCCN1CCCNc1ncnc2c1[nH]c1ccc(Cl)cc12	?	nt
CCOC(=O)CCc1c(C)nc2cc(-c3ccc(F)cc3)[nH]n2c1=O	-1.0%	-12.0

Quoted from the listing:
In Lipid storage S3 cell count max, COCCNc1nc(-c2cc(-c3ccc(Cl)cc3)on2)cc(C(C)C)n1 has the entry 10.9
In Lipid storage S3 cell count max, COc1cccc(C2C(C(=O)c3cccs3)=C(O)C(=O)N2c2cc(C)on2)c1 (centres undefined) has the entry 8.6
In Lipid storage S3 cell count max, Cc1cccc(NC(=O)CSc2nc3ccccc3nc2N2CCCCC2)c1 has the entry 13.8

(further entries)
SMILES	Lipid storage S3	Lipid storage S3 cell count max
O=C(O)c1[nH]c2ccccc2c1-c1ccccc1	?	nt
Nc1cccc(Oc2cnccn2)c1	0.7%	-2.0
COc1ccccc1CNC(=O)COC(=O)CSc1ccc(C)c(C)c1	?	nt
CC(C)(C)NC(=O)NC(=O)CN1CCN(c2ccccc2O)CC1	?	nt
Cc1ccc(OCC(=O)NC2CCS(=O)(=O)C2)cc1 (centres undefined)	?	nt
O=C1C2C3C=CC(C3)C2C(=O)N1CNc1ccc(O)cc1 (centres undefined)	?	nt
c1ccc(CCNCC2COc3ccccc3O2)cc1 (centres undefined)	7.0%	16.7
Cc1cc(S(=O)(=O)/N=C(\N)c2ccc(C(N)=O)cc2)cc(C)c1F	?	nt
COc1ccc(C2C(C(=O)NCc3ccccn3)CCC(=O)N2c2cc(OC)c(OC)c(OC)c2)cc1 (centres undefined)	11.6%	11.3
N#C/C(=C\c1cccnc1)C(=O)Nc1ccc(S(N)(=O)=O)cc1	?	nt
COCCn1c(=NC(=O)c2nc3ccccc3s2)sc2cc(S(C)(=O)=O)ccc21	?	nt
Clc1ccsc1-c1ccc2ccccc2n1	?	nt
O=C(Nc1ccc(C(=O)OC2CCCCC2)cc1)c1ccncc1	?	nt
Cc1cc(=O)oc2cc(NC(=O)C(C)N3C(=O)C4CCCCC4C3=O)ccc12 (centres undefined)	-9.1%	5.1
COc1ccc(CNC2CCN(Cc3ccccc3)CC2)cc1	19.4%	-6.2
CC(C)OP(=O)(c1ccc(N(C)C)cc1)C(O)c1ccc(Br)cc1 (centres undefined)	?	nt
CCN1C(=O)c2cccc3c(N)ccc1c23	?	nt
COC(=O)c1ccc(C2C(Oc3ccccc3)C(=O)N2CCc2ccc(F)cc2)cc1 (centres undefined)	-7.0%	-12.5
O=C(Nc1cccc(NC(=O)c2ccc(-c3ccc(Br)cc3)o2)c1)c1ccco1	-10.9%	-11.6
CCOC(=O)CNC(=S)N(CCCN1CCN(C)CC1)Cc1cccs1	?	nt
CCN(CC)C(=O)Cc1cc(C(=O)O)c2ccccc2n1	0.1%	-10.8
COc1ccc(CCn2c(C)cc(C(=O)COC(=O)c3ccc(NC(=O)CC#N)cc3)c2C)cc1	?	nt
CN(C)Cc1c(C(=O)N/N=C/c2ccccc2OCc2c(F)cccc2Cl)nnn1-c1nonc1N	4.11µM*	0.4*
COc1ccc(CCN2CCCn3c2nc2c3c(=O)[nH]c(=O)n2C)cc1OC	i	-14.2
Cn1nc(-c2ccc(NCCO)c([N+](=O)[O-])c2)c2ccccc2c1=O	?	nt
SMILES	Lipid storage S3	Lipid storage S3 cell count max
CN(C)C(=O)N1CCC(C(=O)NCC2CCCO2)CC1 (centres undefined)	?	nt
COc1ccc(N2CCN(C(=O)NC(=O)c3ccc(Cl)cc3)CC2)cc1	?	nt
CCOC(=O)c1c(N2C(=O)Nc3ccccc3N2O)n[nH]c1-c1cccc(Cl)c1	-14.9%	-10.4
Cc1cc(C)cc(NC(=S)NCc2cccs2)c1	?	nt
Cn1ccc(NC(=O)c2ccc(Cl)cc2)n1	?	nt
COCCCNC(=O)CSC1=Nc2ccccc2C2=NC(c3ccccc3)C(=O)N12 (centres undefined)	?	nt
CCC(C(=O)NCc1ccco1)n1nc(C)c2c(C)n(-c3ccc(C)cc3)nc2c1=O (centres undefined)	-4.2%	-1.5
CCc1ccc(N2Cc3ccccc3C2)cc1	-12.3%	5.1
CCC1Cc2c(nc(N)c3c(N)nc(N4CCCCC4)c(C#N)c23)O1 (centres undefined)	?	nt
CC1(C)CC(=O)C=C(Nc2cccc(F)c2)C1	9.4%	nt
O=c1c(-c2ccccc2)c(O)c2c(n1-c1ccccc1)CCCC2	6.0%	10.0
Cc1cc(C)c(S(=O)(=O)N2CCCOC2CNC(=O)C(=O)NCCC2=CCCCC2)c(C)c1 (centres undefined)	?	nt
Cc1c(Cl)c([N+](=O)[O-])nn1CCCC(=O)Nc1c(Cl)cccc1Cl	?	nt
COc1ccccc1N(CC(O)CN(c1ccccc1)S(C)(=O)=O)S(=O)(=O)c1ccccc1 (centres undefined)	?	nt
Cc1c(C(=O)O)sc2nc(/C=C/c3cccc(O)c3)[nH]c(=O)c12	0.2%	5.2
O=C(Cn1nc(Cl)nc1Cl)c1ccc(F)cc1	-2.5%	-6.8
Cc1ccnc(SC2CC(=O)N(c3ccc(F)cc3)C2=O)n1 (centres undefined)	i	3.0
N#CCc1nn(-c2ccc(Cl)cc2)c(N)c1C#N	?	nt
CC(C)NC(=O)/C(C#N)=C\c1ccc(N(C)C)o1	-19.2%	-5.3
CC(C)(C)NC(=O)CN(C(=O)C(=O)Nc1ccc2c(c1)OCCO2)N1CCOCC1	?	nt
COc1ccc(-c2cc(C(F)F)n3ncc(C(=O)n4ccnc4C)c3n2)cc1	?	nt
COc1ccccc1OCCC(=O)OCC(=O)Nc1ccc(Br)cc1F	?	nt
O=C(CCS(=O)(=O)c1cccs1)N1CCCC1	-8.6%	6.9
CCn1cc([N+](=O)[O-])c(C(=O)Nc2ccc(Br)cn2)n1	?	nt
CC1CCCCN1CCNC(=O)c1ccc2c(c1)N(Cc1ccccc1)C(=O)c1ccccc1S2(=O)=O (centres undefined)	?	nt

By substructure, the entries above with a CF3 group (3)
SMILES	Lipid storage S3	Lipid storage S3 cell count max
O=C(NCC1(O)CCCCC1)C1CCC(=O)N(Cc2cccc(C(F)(F)F)c2)C1 (centres undefined)	-27.3%	-2.0
NC(=O)NOCc1ncc(C(F)(F)F)cc1Cl	i	22.5
O=C(c1cccc(S(=O)(=O)N2CCCC2)c1)N1CCCC(C(F)(F)F)C1 (centres undefined)	?	nt

(continued)
SMILES	Lipid storage S3	Lipid storage S3 cell count max
CC1(C)C(=O)Nc2ccccc2N1C(=O)COc1ncnc2c(Cl)cc(Cl)cc12	4.4%	-5.8
COc1ccc(Cl)cc1NC(=O)COC(=O)C(CC(C)C)N1C(=O)C2CC=CCC2C1=O (centres undefined)	?	nt
CC1Cc2nc(SCC(=O)N3CCCC3)n(C)c(=O)c2S1 (centres undefined)	?	nt
C/C(=N/NC(=O)CN1CCN(Cc2ccccc2Cl)CC1)c1ccncc1	9.3%	12.3
CC1CCN(S(=O)(=O)c2cccc(C(N)=O)c2)CC1	9.3%	19.7
CCCCN(C)CCOc1ccccc1OCC	?	nt
Cc1cc(C)cc(N(C(=O)CCC(=O)Nc2ccccn2)C(C(=O)NC(C)C)c2ccc(O)cc2)c1 (centres undefined)	?	nt
Cc1oc(-c2ccccc2Cl)nc1CS(=O)CC(=O)NCCc1ccccc1 (centres undefined)	5.3%	-12.5
COc1cccc(C2c3[nH]c4ccccc4c3C[C@H]3C(=O)N(CCCO)CC(=O)N23)c1OC (some centres undefined)	?	nt
O=C(NCCN1CCCCC1)Nc1ccccc1Cl	9.1%	8.8
Cc1cccc(-c2nc3ccccc3c(=O)n2N)c1	-10.5%	4.5
O=C(NCC1CCN(c2ccc(S(=O)(=O)N3CCOCC3)cc2)CC1)Nc1ccccc1	?	nt
CCN1C(=O)c2cccc3c(S(=O)(=O)Nc4ccccc4)ccc1c23	?	nt
CCOC(=O)N1CCC(N2CCN(C3CCCC3)C(CCO)C2)CC1 (centres undefined)	-11.2%	0.5
Cc1c(C(=O)C(=O)NCCc2ccc(S(N)(=O)=O)cc2)c2ccccc2n1C	?	nt
O=c1c2c(nc3nc(NCc4ccccc4Cl)[nH]n13)CCC2	?	nt
O=C(Nc1ccc2ccccc2n1)c1ccccc1	?	nt
Cc1ccc(Cn2ccsc2=NC(=O)CCl)cc1	4.2%	6.5
O=C(Cc1ccc(-c2ccccc2)cc1)Nc1ccccc1	i	0.4
C/C(=N\NC(=O)c1cccs1)c1ccncc1	11.4%	16.3

Part of the list above in order of formula weight, lowest first:
SMILES	Lipid storage S3	Lipid storage S3 cell count max
O=C(Nc1ccc2ccccc2n1)c1ccccc1	?	nt
CCCCN(C)CCOc1ccccc1OCC	?	nt
C/C(=N/NC(=O)CN1CCN(Cc2ccccc2Cl)CC1)c1ccncc1	9.3%	12.3
Cc1cc(C)cc(N(C(=O)CCC(=O)Nc2ccccn2)C(C(=O)NC(C)C)c2ccc(O)cc2)c1 (centres undefined)	?	nt

Only part of the results is shown; rates above refer to the full screens.
